Screening data (PubChem)
CendR NRP1 mod = alters CendR peptide binding to human NRP-1 | FAM-RPARPAR peptide binding to NRP-1, fluorescence polarization | inhibition, % at 25 µM | hit rate 0.85% among 360,000;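 active means inhibition or corrected inhibition above about 18%, plus a signal ratio from 0.5 to 1.5, limit read from the data, passing the limit was not always enough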; further: strong numbers were not always called active
TbMetRS inhib = Trypanosoma brucei MetRS inhibition; inhibition, % at 11.9 µM; hit rate 0.4% among 360,000; AID 624268; purified T. brucei MetRS, ATP depletion, Kinase-Glo luminescence;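 active means inhibition above a per-plate cutoff of the control wells' mean inhibition plus 3 SD, cut at about 5.5% in these data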;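 further: 0% = DMSO wells median and 100% = median of wells with control inhibitor compound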
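Test system – parasite MetRS enzyme · Reagent – substrates ATP, L-methionine and bulk Escherichia coli tRNA · Doses – 11.9 µM compound single dose, 0.9% DMSO · Times – 15 min enzyme-compound preincubation, 2 h reaction, 10 min detection, 25 °C · Signal – Kinase-Glo luminescence, ATP depletion format · Controls – DMSO-only wells as low control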
LMPTP inh = LMPTP (human) inhibition | hit rate 0.22% among 360,000 | P24666 | inhibition, % at 20 µM | recombinant LMPTP-A, OMFP fluorogenic substrate, fluorescence intensity;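 active means compounds that cut the enzyme signal by at least half of the control window in the single-dose screen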;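 further: plate controls were DMSO wells with enzyme plus substrate for no effect and substrate without enzyme for full effect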
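Assay system: LMPTP-A enzyme. Input: 0.625 nM LMPTP-A final. Probe or stimulus: 400 µM OMFP. Compound dosing: single 20 µM dose. Schedule: 50 min dark incubation at room temperature. Detection: fluorescence intensity of OMFP turnover product. Read-out: percent inhibition versus substrate-only and uninhibited controls. Benchmarks: no-enzyme low control, uninhibited high control.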
STEP inh = STEP (human) phosphatase inhibition; inhibition, % at 20 µM; AID 588621; recombinant STEP, OMFP fluorogenic substrate, fluorescence; P54829; hit rate 0.25% among 360,000;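 active means inhibition at 20 µM, scaled per plate between control wells, above about 37%, limit read from the data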;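 further: 0% = DMSO with enzyme and substrate and 100% = substrate only without enzyme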
Target sequence (P54829 whole entry, looked up): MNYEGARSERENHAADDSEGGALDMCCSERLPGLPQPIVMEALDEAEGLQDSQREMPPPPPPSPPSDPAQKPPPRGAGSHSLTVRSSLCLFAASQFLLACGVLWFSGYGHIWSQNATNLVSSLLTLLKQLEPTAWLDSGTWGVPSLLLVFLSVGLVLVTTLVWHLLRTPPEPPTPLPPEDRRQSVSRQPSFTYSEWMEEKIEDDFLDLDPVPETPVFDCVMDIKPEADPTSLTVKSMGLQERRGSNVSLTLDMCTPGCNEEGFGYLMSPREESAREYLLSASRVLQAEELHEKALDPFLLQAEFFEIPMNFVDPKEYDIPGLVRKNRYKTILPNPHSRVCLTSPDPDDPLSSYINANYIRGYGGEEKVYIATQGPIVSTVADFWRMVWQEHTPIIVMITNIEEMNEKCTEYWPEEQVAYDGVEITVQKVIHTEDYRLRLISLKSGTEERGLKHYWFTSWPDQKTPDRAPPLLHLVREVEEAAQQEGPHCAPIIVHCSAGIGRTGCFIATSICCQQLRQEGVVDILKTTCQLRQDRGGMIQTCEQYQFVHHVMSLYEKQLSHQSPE
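Assay system: isolated STEP enzyme / Timing: 20 min at room temperature, dark / Doses: 20 µM, 1% DMSO / Technique: fluorescence intensity, excitation 480 nm, emission 540 nm / Reagent: fluorogenic phosphatase substrate OMFP at 25 µM final / Measure: percent inhibition scaled to no-enzyme and uninhibited-enzyme controls, plate-pattern corrected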
SKN-1 inh = C. elegans SKN-1 inhibition; AID 624304; inhibition, % at 21.8 µM; hit rate 0.49% among 360,000; C. elegans VP596 Pgst-4::GFP/RFP ratio, acrylamide-induced, 24 h;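 active means interference check ratio from 0.5 to 1.5 plus GFP to RFP signal ratio inhibition reaching or exceeding a fixed threshold, cut at about 30% in these data, passing the limit was not always enough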; further: some compounds called inactive have numbers as strong as hits
SUMO1-SIM PPI = alters human SUMO1 binding to SIM partners. inhibition, % at 20 µM. SUMO1 binding to a labelled peptide, TR-FRET, 1 h. hit rate 0.33% among 360,000. P63165; in the data active means inhibition above about 37%
Target sequence (P63165 whole entry, looked up): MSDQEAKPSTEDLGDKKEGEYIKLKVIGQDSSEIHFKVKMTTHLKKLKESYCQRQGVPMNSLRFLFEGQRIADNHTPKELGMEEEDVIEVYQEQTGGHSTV
DNMT1 block = blocks human DNA methyltransferase DNMT1 | inhibition (reported as % activation of signal), % at 10 µM | P26358 | DNMT1 molecular beacon, Hinp1I cleavage, fluorescence | hit rate 0.83% among 360,000; in the data active means inhibition above about 50%
Neddyl block = inhibitors of human cullin neddylation. TR-FRET cullin neddylation, biochemical. calls only at 25 µM. hit rate 0.58% among 360,000. AID 651699; in the data active means inhibition above about 36%
Scp-1 inhibitor = blocks human Scp-1 phosphatase activity; Q9GZU7; Recombinant Scp1, phosphopeptide, malachite green phosphate absorbance; inhibition, % at 20 µM; hit rate 0.88% among 340,000; AID 493091;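 active means inhibition above about 50% at 20 µM, limit read from the data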;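 further: plate controls were DMSO wells with enzyme for no effect and wells lacking enzyme for full effect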
Target sequence (Q9GZU7 76-261 limits assumed): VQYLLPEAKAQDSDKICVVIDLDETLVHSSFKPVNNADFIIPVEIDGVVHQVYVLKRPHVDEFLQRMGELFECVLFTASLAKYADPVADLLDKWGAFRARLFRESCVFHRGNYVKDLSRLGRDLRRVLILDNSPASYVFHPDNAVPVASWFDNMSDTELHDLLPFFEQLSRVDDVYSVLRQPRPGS
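Test system: SCP-1 phosphatase catalytic domain, residues 76-261 | Compound dosing: One concentration, 20 µM, with 1.0% DMSO | Schedule: 45 min room-temperature reaction, 5 min colour, 30 min stabiliser | Detection: Absorbance at 630 nm | Read-out basis: % inhibition of SCP-1 phosphate liberation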
NadD inh = NadD (S. aureus) enzyme inhibition | inhibition, % at 20 µM | purified NadD enzyme, colorimetric absorbance read-out | hit rate 0.78% among 360,000; in the data active means inhibition above about 26%; further: some compounds past the cut are filed as inactive
The depositor's hits bear a star; i = inactive; . = not tested or not shown.

Results follow in this order: CendR NRP1 mod	TbMetRS inhib	LMPTP inh	STEP inh	SKN-1 inh	SUMO1-SIM PPI	DNMT1 block	Neddyl block	Scp-1 inhibitor	NadD inh
> O=C(Cc1cccs1)N/N=C/c1ccc(OCc2ccccc2)cc1
→ -9	-0.2	5.0	-2	-4	11	33	i	-8	-9
> CCN(CC)c1ccc(/C=N/NC(=O)c2ccoc2C)cc1
→ 14	0.1	0.3	0	15	-15	3	.	-7	-4
> O=C(c1ccco1)N1CCN(c2c(-c3ccccc3)c3cc(Cl)ccc3[nH]c2=O)CC1
→ 2	-0.2	2.7	2	8	6	-4	.	0	24
> CC(C)CC(=O)NC(=S)Nc1ccc(CN2CCOCC2)cc1
→ 2	2.5	-1.7	-4	15	-1	-2	i	-13	-8
> COc1cc(CO)ccc1OCC(=O)Nc1cccc2ccccc12
→ -1	-0.3	0.7	-2	5	-4	-4	i	-8	-2
> O=C(c1ccc2ccccc2n1)N1CCN(c2ccccc2O)CC1
→ -5	0.5	-2.1	4	-1	-5	-5	i	0	-3
> CSc1cccc(NC(=O)Cn2cccc2)c1
→ -1	0.4	-0.5	-1	10	-2	-3	i	-6	-5
> O=C(N/C(=C/c1cccc(Br)c1)C(=O)N1CCCCC1)c1ccco1
→ -1	0.2	0.7	0	7	-1	6	i	.	-9
> CCCCOC(=O)c1ccc(NC(=O)COC(=O)C2CSC3(C)CCC(=O)N23)cc1 (centres undefined)
→ -4	0.0	0.7	-2	4	3	1	i	-8	-4
> CC(C)NC(=O)C1(C)CCN1C(=O)c1cccc(F)c1 (centres undefined)
→ -7	-0.2	0.4	3	5	0	4	i	.	8
> COc1ccc(N2CCN(C(=O)COC(=O)c3oc4ccc(OC)cc4c3C)CC2)cc1
→ 0	-0.3	2.1	0	7	-4	-3	i	-3	-1
> CN1C(=O)/C(=C/c2ccc3c(c2)OCO3)N=C1c1ccccc1
→ 133	0.4	1.2	-1	-2	-19	-6	i	4	7
> COc1ccc(CN(Cc2cc3cccc(C)c3n3nnnc23)C(=O)N2CCOCC2)cc1
→ 3	0.2	1.5	-1	8	3	-5	i	-15	-4
> CC(=O)c1ccc(NS(=O)(=O)c2ccc3c(c2)N(C(C)=O)CCO3)cc1
→ -9	0.1	-0.7	-2	5	-3	1	i	-2	-3
> Cc1ccc(-c2nnc(SCC(=O)CC(=O)Nc3ccccc3)n2C)cc1
→ -1	-0.5	-0.6	1	7	2	1	i	-3	-4
> C=CCNC(=S)NNC(=O)c1ccc(Br)cc1
→ 0	0.8	-2.2	-4	1	6	-5	i	-9	-1
> CCOCc1cc(CN2CCC(n3nccc3NC(=O)C3CC3)CC2)ccc1OC
→ 8	-0.2	-0.2	-2	-17	-1	0	i	-4	-2
> CCOC(=O)c1nn(-c2ccccc2)c(=O)c2c(N)scc12
→ 12	-0.5	2.3	3	-4	-13	-21	i	-3	2
> CC1(c2nc3ccccc3[nH]2)c2ccccc2C(=O)N1Cc1ccccc1 (centres undefined)
→ -4	-1.3	0.7	.	-4	0	.	i	.	-8
> Cc1cc(C(F)F)n2nc(C(=O)Nc3ccc(S(=O)(=O)N4CCCC4)cc3)nc2n1
→ 10	-0.7	3.9	0	-7	-1	3	i	1	3
> COc1ccc(C2C(C(=O)Nc3cccnc3)=C(C)Nc3nc(-c4cccs4)nn32)cc1OC (centres undefined)
→ -12	-0.1	-0.4	-2	3	2	7	i	-4	1
> CCN(CC)C(=O)CSc1nc2c(sc(=S)n2-c2ccccc2)c(=O)[nH]1
→ 11	0.0	-2.0	3	10	3	1	i	7	1
> Cc1ccc(S(=O)(=O)N2CCN(C(=O)c3ccc(N4CCC(C)CC4)c([N+](=O)[O-])c3)CC2)cc1
→ 11	-0.1	3.9	6	-7	-9	-10	i	-4	4
> O=C(NNC(=S)Nc1ccc(F)c(Cl)c1)c1ccccc1Br
→ -4	-0.5	1.1	4	-7	6	-3	i	0	4
> C/C(=N\NS(C)(=O)=O)c1ccccc1
→ 0	0.0	-1.6	2	-15	-5	0	i	-8	1
> O=C1[C@@H]2Cc3ccccc3CN2C(=O)N1c1cccc(F)c1
→ -5	-0.4	0.0	-2	1	2	4	i	-8	-1
> COc1ccc(OC)c(Nc2nc(NCCO)c3ccccc3n2)c1
→ 6	1.0	32	12	-10	9	-8	i	-12	-6
> O=[N+]([O-])c1ccn(-c2nc(-c3ccccc3)cc(C(F)(F)F)n2)n1
→ 1	0.0	-1.0	0	-7	-21	3	i	-10	-2
> O=C(Nc1ccc(C(=O)N2CCOCC2)cc1)c1cccc([N+](=O)[O-])c1
→ -6	-0.3	-1.5	-1	-3	-16	0	i	-3	0
> CCS(=O)(=O)Nc1cc2c3c(c1)CCN3C(=O)CC2
→ -3	0.0	2.6	16	13	19	9	i	5	-8

Sorted by value in NadD inh (falling): some entries from above
Molecule | NadD inh
COc1ccc(C2C(C(=O)Nc3cccnc3)=C(C)Nc3nc(-c4cccs4)nn32)cc1OC (centres undefined) | 1
C=CCNC(=S)NNC(=O)c1ccc(Br)cc1 | -1
COc1ccc(OC)c(Nc2nc(NCCO)c3ccccc3n2)c1 | -6
CC1(c2nc3ccccc3[nH]2)c2ccccc2C(=O)N1Cc1ccccc1 (centres undefined) | -8

More structures.
Results follow in this order: CendR NRP1 mod	TbMetRS inhib	LMPTP inh	STEP inh	SKN-1 inh	SUMO1-SIM PPI	DNMT1 block	Neddyl block	Scp-1 inhibitor	NadD inh
> O=C(NCC1CC1)C1Cc2c(-c3ccc4c(c3)OCO4)ccnc2O1 (centres undefined)
→ 2	-0.3	-0.5	2	24	-1	1	.	.	2
> Cc1cc(C)c(C(=O)COC(=O)C2CCN(c3ccc(C(F)(F)F)cn3)CC2)cc1C
→ -14	-0.3	2.9	0	-4	-1	9	i	-3	22
> O=C(CSC1=NNC(c2ccccn2)S1)Nc1ccc(C(F)(F)F)cc1 (centres undefined)
→ 3	-0.9	2.5	2	-16	-9	-27	i	-7	12
> COc1ccc(C2(c3ccc(OC)cc3)NC(=O)N(CC(=O)NCC(F)(F)F)C2=O)cc1
→ 3	-0.5	-0.4	-1	6	-3	3	i	-5	-2
> Cc1ccc(S(=O)(=O)Nc2c(O)ccc3ccccc23)cc1
→ -38	0.0	1.2	6	24	-7	-27	i	-6	-4
> O=C(NCCc1cn2ccsc2n1)C1CCCCC1
→ 3	0.3	-1.7	-3	-4	0	1	i	-8	-1
> O=c1cc(-c2ccc(O)c(O)c2)oc2c(C3O[C@H](CO)[C@@H](O)[C@H](O)[C@H]3O)c(O)cc(O)c12 (some centres undefined)
→ -61	0.6	0.5	3	11	-17	13	i	-5	2
> O=C(CSc1ccc(-c2ccco2)nn1)Nc1cccc(F)c1
→ -11	0.0	2.3	-1	6	-9	-1	i	-5	3
> Cc1cccc(C)c1NC(=O)C(NC=O)c1ccc(N(C)C)cc1 (centres undefined)
→ 9	0.8	-0.9	1	32	3	4	i	-7	-4
> Cc1ccc(/C=N\NC(=O)Cn2c(C)nc3ccccc32)o1
→ 2	-0.5	-0.1	-2	4	-5	2	i	-3	-1
> COc1cc(C)c(CN2CCC(Oc3ccc(C(=O)N4CCCC4)cc3)CC2)cc1C
→ 8	0.6	1.9	-2	5	2	0	i	-2	0
> O=C(NCc1ccccc1CN1CCCC1)C1CCN(S(=O)(=O)c2ccc(Cl)cc2)CC1
→ 10	-0.3	1.0	0	-4	0	2	i	1	3
> CC(=O)c1c(N2CCC(C(N)=O)CC2)nc(=S)n(-c2ccccc2)c1C
→ 5	-0.8	-0.4	4	22	-3	-4	i	-15	5
> CCCC(=O)NC(c1ccccc1)c1c(O)ccc2ccccc12 (centres undefined)
→ 12	-1.0	-0.5	2	-11	2	0	i	4	-2
> O=S1(=O)CCOCCCN1Cc1ccccc1Br
→ 2	-0.3	-0.3	-1	-3	2	3	i	-4	-2
> COc1ccc(-n2nc(C(=O)NCC(=O)NC3CCCC(C)C3C)c3ccccc3c2=O)c(OC)c1 (centres undefined)
→ -12	0.5	-1.1	2	11	0	0	i	-7	5
> COc1ccccc1/C=C1\Cc2ccccc2C1=O
→ 5	-0.6	0.8	0	7	-36	0	i	-14	-11
> COc1ccc(-c2noc3c2-c2nc(-c4ccc(Br)cc4)sc2CC3)cc1
→ 3	0.2	1.8	3	12	-2	-4	i	-3	-6
> CC(C)N1CCN(Cc2cccc(-n3cccn3)c2)CC1CCO (centres undefined)
→ -6	0.2	-1.2	-3	-1	1	-2	i	-13	-2

4 compounds drawn at random from the list so far, as already listed:
Results follow in this order: CendR NRP1 mod	TbMetRS inhib	LMPTP inh	STEP inh	SKN-1 inh	SUMO1-SIM PPI	DNMT1 block	Neddyl block	Scp-1 inhibitor	NadD inh
> CC(C)N1CCN(Cc2cccc(-n3cccn3)c2)CC1CCO (centres undefined)
→ -6	0.2	-1.2	-3	-1	1	-2	i	-13	-2
> COc1ccccc1/C=C1\Cc2ccccc2C1=O
→ 5	-0.6	0.8	0	7	-36	0	i	-14	-11
> COc1ccc(-n2nc(C(=O)NCC(=O)NC3CCCC(C)C3C)c3ccccc3c2=O)c(OC)c1 (centres undefined)
→ -12	0.5	-1.1	2	11	0	0	i	-7	5
> COc1ccc(-c2noc3c2-c2nc(-c4ccc(Br)cc4)sc2CC3)cc1
→ 3	0.2	1.8	3	12	-2	-4	i	-3	-6
